Screening data from PubChem BioAssay.
SENP7 block: SENP7 protease inhibitors, primary screen, biochemical, luminescence, uHTS; inhibition, % at 5 µM; 1.5% of 330,000 active; AID 434973, 2010; recombinant SENP7, Z-RLRGG-aminoluciferin luminescence, 40 min;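 active = inhibition above about 50% at the single test dose, limit read from the data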;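 note: plate controls were DMSO with enzyme for no effect and no enzyme buffer wells for full effect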
UBC13 inh: UBC13 polyubiquitin chain formation inhibitors, primary screen, biochemical, TR-FRET, uHTS | Ubiquitin-conjugating enzyme E2 N (Homo sapiens), P61088 | inhibition, % at 20 µM | 0.47% of 330,000 active | AID 485273, 2010; in the data active = inhibition above about 45%, passing the limit was not always enough
MIN6 prolif: inducers of MIN6 beta-cell proliferation, primary screen, ATP luminescence, uHTS; MIN6 cells proliferation, ATPlite luminescence, 48 h; cells starved in 0.2% serum; 100% = growth in 10% serum; proliferation, % at 10 µM; 0.29% of 330,000 active; AID 2380, 2010;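 active = compounds whose signal lies at least 3.5 SD above the mean of all wells on their plate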;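 note: 0% = DMSO-treated cells in low-serum medium and 100% = 10% serum control; some compounds called inactive have numbers as strong as hits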
SENP6 inh: SENP6 protease inhibitors, primary screen, biochemical, luminescence, uHTS; Sentrin-specific protease 6 (Homo sapiens), Q9GZR1; 1.8% of 330,000 active; AID 2599, 2010; inhibition, % at 10 µM; Recombinant SENP6 catalytic domain, aminoluciferin luminescence;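 active = inhibition above about 50% at the single tested dose, limit read from the data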;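 note: plate controls were DMSO wells with enzyme for no effect and DMSO wells lacking enzyme for full effect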
HKDC1 inhibitor: HKDC1 hexokinase inhibitors, primary screen, biochemical, fluorescence, uHTS; Q2TB90; recombinant HKDC1, G6PDH/diaphorase resazurin coupled fluorescence; inhibition, % at 20 µM; 0.16% of 340,000 active;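 active = inhibition above about 35% when tested at 20 µM, limit read from the data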;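 note: plate controls were DMSO wells with enzyme for no effect and DMSO wells lacking enzyme for full effect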
Target sequence (Q2TB90 whole entry, looked up): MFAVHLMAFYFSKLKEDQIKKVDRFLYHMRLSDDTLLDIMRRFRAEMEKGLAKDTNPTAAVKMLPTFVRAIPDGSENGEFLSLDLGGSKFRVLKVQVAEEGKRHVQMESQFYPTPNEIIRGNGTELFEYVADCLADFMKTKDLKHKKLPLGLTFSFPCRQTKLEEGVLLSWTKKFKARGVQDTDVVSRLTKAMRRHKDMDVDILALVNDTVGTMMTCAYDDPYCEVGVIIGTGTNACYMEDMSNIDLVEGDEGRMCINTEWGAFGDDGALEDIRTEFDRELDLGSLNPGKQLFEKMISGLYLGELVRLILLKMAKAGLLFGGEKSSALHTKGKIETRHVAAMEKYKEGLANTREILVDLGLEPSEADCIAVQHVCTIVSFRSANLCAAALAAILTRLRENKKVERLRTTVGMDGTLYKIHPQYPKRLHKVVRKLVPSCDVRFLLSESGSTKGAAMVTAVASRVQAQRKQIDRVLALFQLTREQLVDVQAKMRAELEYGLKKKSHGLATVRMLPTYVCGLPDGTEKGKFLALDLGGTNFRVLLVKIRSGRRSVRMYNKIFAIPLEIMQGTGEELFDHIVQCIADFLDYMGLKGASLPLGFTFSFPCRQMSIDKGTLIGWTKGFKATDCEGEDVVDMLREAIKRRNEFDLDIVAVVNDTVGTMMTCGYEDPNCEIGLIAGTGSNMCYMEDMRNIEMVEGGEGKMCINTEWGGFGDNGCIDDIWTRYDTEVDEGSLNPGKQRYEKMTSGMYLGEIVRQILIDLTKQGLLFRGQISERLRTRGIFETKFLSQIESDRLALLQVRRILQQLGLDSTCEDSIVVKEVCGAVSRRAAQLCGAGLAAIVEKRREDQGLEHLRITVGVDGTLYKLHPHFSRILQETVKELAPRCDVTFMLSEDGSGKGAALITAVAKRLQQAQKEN
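Test system: recombinant HKDC1 (HK5) hexokinase enzyme, produced in-house / Doses: 20 µM test compound, 1% DMSO / Timing: 90 min, room temperature / Detection: G6PDH/diaphorase-coupled fluorescence, 1 mM NADP, 100 µM resazurin, 525/613 nm / Control set: DMSO wells with and without enzyme mix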
PfG6PD inh: PfG6PD enzyme inhibitors, primary screen, biochemical, fluorescence intensity, uHTS; PfGluPho enzyme, NADPH resazurin-diaphorase fluorescence; 0.78% of 350,000 active; AID 504690, 2011; inhibition, % at 20 µM; glucose-6-phosphate dehydrogenase-6-phosphogluconolactonase (Plasmodium falciparum 3D7);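 active = inhibition reaching at least a set limit at 20 µM in the primary screen, cut at about 59% in these data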;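 note: 0% = DMSO wells with substrate and 100% = DMSO wells lacking glucose-6-phosphate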
SENP8 block-1: human SENP8 protease inhibitors, primary screen, biochemical, fluorescence, Nedd8 protein substrate, uHTS; AID 602440, 2012; inhibition, % at 20 µM; Sentrin-specific protease 8 (Homo sapiens), Q96LD8; 0.64% of 360,000 active; recombinant SENP8; in the data active = inhibition mostly above about 40%, no sharp cut-off; inactive = mostly below about 27%
SENP1 inh: human SENP1 catalytic domain inhibitors, primary screen, biochemical, FRET, uHTS; recombinant SENP1 catalytic domain, CyPet-SUMO1-YPet FRET cleavage; inhibition, % at 10 µM; 0.21% of 360,000 active; AID 624204, 2012;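 active = inhibition at least 30% at 10 µM, raw YFP signal under a set limit, fluorescence ratio 0.5 to 1.5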;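 note: 0% = enzyme with DMSO and 100% = no enzyme wells; some results filed as inactive read as strong as hits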
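Controls: no-enzyme wells low, DMSO-plus-enzyme wells high control. Test system: human recombinant His6-tagged SENP1 catalytic domain enzyme. Reagent: SFCypet-SUMO1-SFYpet FRET protein substrate, 25 nM final. Doses: one dose per compound, 10 µM, 0.5% DMSO. Detection: FRET, CFP and YFP emission. Timing: 50 min reaction at room temperature.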
SENP8 block-2: SENP8 protease inhibitors, primary screen, biochemical, luminescence | Sentrin-specific protease 8 (Homo sapiens), Q96LD8 | purified SENP8, Z-RLRGG-aminoluciferin cleavage | inhibition, % at 10 µM | 1.2% of 330,000 active | AID 2540, 2010; in the data active = inhibition above about 50%
Starred values were filed as active, the others as inactive; . = no result given.

The line under a structure holds: SENP7 block	UBC13 inh	PfG6PD inh	SENP8 block-1	SENP1 inh	HKDC1 inhibitor	SENP8 block-2	SENP6 inh	MIN6 prolif
1) O=C(NCCc1ccccc1)C1CCCN1C(=O)Nc1ccccc1 (stereo not drawn)
  9	-5	-12	17	-1	4	3	17	-2
2) CN(C(=O)c1cc2sccc2n1C)C1CCCCC1
  15	-2	0	16	-1	8	5	-1	-4
3) CCOC(=O)C1=CN(Cc2ccco2)S(=O)(=O)N(CC)C1c1ccc(F)c(Cl)c1 (stereo not drawn)
  13	.	30	3	-1	-2	.	.	.
4) Cc1cc(O)ccc1Nc1nc(-c2sc(N)nc2C)cs1
  8	11	26	3	0	-6	8	-1	1
5) O=C(NCc1ccccc1C(F)(F)F)C1CCC(=O)N(C2CCCCCC2)C1 (stereo not drawn)
  -18	-11	8	4	-1	-8	4	-2	-4
6) CC(=O)Nc1ccc(S(=O)(=O)N2CCC(C(=O)O)(c3ccccc3)CC2)cc1
  -1	-3	-4	8	0	-3	7	23	1
7) CC(=O)N1CCN(C(=O)Cn2c(=O)oc3ccccc32)CC1
  6	0	-7	27	1	-3	6	2	0
8) CC(CCc1ccccc1)NC(=O)CSc1ccccn1 (stereo not drawn)
  -1	12	5	22	0	-12	0	-21	-2
9) Cc1ccn2c(-c3n[nH]c(=S)n3C)c(C)nc2c1
  6	1	23	1	2	-12	-1	4	0
10) Cn1c(=O)c2c(nc(SCC(=O)c3ccccc3F)n2C)n(C)c1=O
  -4	4	.	.	.	.	4	3	-3
11) CN(CC(=O)O)S(=O)(=O)c1cc(Cl)ccc1Cl
  -10	-6	-13	11	0	1	-15	-11	-1
12) c1ccc(-c2ccnc3nc(-n4cccc4)nn23)cc1
  -12	-4	-2	-2	-1	-5	-6	6	3
13) Cc1nnc(SCC(=O)Nc2nc3ccccc3s2)n(N)c1=O
  2	-2	-5	8	2	-1	0	8	0
14) COc1ccc(-c2c(-c3ccsc3)oc3ccc(N4CCOCC4)cc23)cc1
  11	36	23	-485	2	5	1	1	-8
15) COc1ccc(-c2nnc(SCC(=O)N3CCOCC3)o2)cc1
  -13	0	-8	27	2	-5	-15	-8	-2
16) Cc1nn(-c2ccccc2)c2sc(C(=O)n3cccn3)cc12
  -1	27	-14	-472	-1	-3	0	-12	-2
17) CCc1c(O)cc(=O)n(-c2ccccc2)c1-c1ccccc1
  0	-12	31	-31	-11	-4	0	8	0
18) CC(Oc1ccc(Br)cc1)C(=O)Nc1nc(-c2ccccn2)cs1 (stereo not drawn)
  -6	1	43	-8	-21	-3	-4	-5	-7
19) COC(=O)c1cc(CNC(=O)c2ccccc2Cl)ccc1OC
  6	-7	-18	25	1	-8	-2	-3	-1
20) O=C(Cn1cnc(S(=O)(=O)N2CCOCC2)c1)Nc1ccc(OC(F)(F)F)cc1
  1	-9	6	3	-2	-3	4	-4	-3
21) COc1cc(NC(=O)C(=O)N2CCN(C)CC2)c(OC)cc1Cl
  5	4	-27	27	-1	3	-2	-24	2
22) CC1CCN(S(=O)(=O)c2cc([N+](=O)[O-])ccc2Cl)CC1
  -14	-8	-13	27	2	-6	-4	1	-1
23) COC(=O)c1c(NC(=O)CN2CCCc3ccccc32)sc(C)c1C
  -4	-8	-7	-5	-20	-4	-8	-12	-6
24) c1ccc(CNc2nc(NCc3ccco3)nc(N3CCOCC3)n2)cc1
  -8	4	9	1	2	-4	3	-5	-2
25) COc1ccccc1CNC(=O)C(=O)NCC1OCCN1C(=O)c1ccc(Cl)cc1 (stereo not drawn)
  -17	-9	-4	14	-2	-2	3	9	-1
26) CCN(CC)CCCn1c2c(c(SCC(=O)N3CCCc4ccccc43)nc1=O)CCC2
  2	-2	-7	2	-1	-3	11	-8	-2
27) COc1ccc(C(=O)Nc2sc(C)c(C)c2CN2CC(C)OC(C)C2)cc1 (stereo not drawn)
  -10	6	3	-197	-2	-10	-14	-5	-1
28) CCOc1ccc(S(=O)(=O)NCc2ccco2)cc1
  10	1	8	14	-4	-3	3	2	-1
29) C/C(N)=C(\C#N)C(=O)NCc1ccccn1
  7	-4	-5	16	1	-2	-2	-7	-3
30) COCCSc1nnc(-c2cccc(C#N)c2)n1C
  -8	-3	3	11	4	0	1	-1	-1

Further records follow:
The line under a structure holds: SENP7 block	UBC13 inh	PfG6PD inh	SENP8 block-1	SENP1 inh	HKDC1 inhibitor	SENP8 block-2	SENP6 inh	MIN6 prolif
31) CN(C)S(=O)(=O)N1CCC(Oc2ccc(C(=O)N3C[C@H]4CC[C@H]3C4)cc2)CC1
  -3	-3	-14	1	0	0	6	-4	-5
32) O=C(c1cccc(F)c1F)N1CCCC1
  -9	-2	1	5	1	-3	-7	-6	-1
33) CC(C)C(c1nnnn1Cc1ccc(F)cc1)N1CCN(C(=O)c2ccco2)CC1 (stereo not drawn)
  -1	2	-4	18	-9	-1	8	-1	1
34) COc1ccc(OC)c(/C=C/c2ccnc3ccccc23)c1
  .	.	23	-488	-51	-2	.	.	.
35) C=CCN1CCN(C(=O)c2cc3c(s2)CCC(CC)C3)CC1 (stereo not drawn)
  12	-6	-1	4	2	-2	-4	-2	0
36) CCCc1cc(=O)oc2c(C)c(OCC(=O)NCCCN3CCOCC3)ccc12
  5	-9	-11	-89	0	0	3	-4	0
37) COc1ccc2c(-c3ccccc3)cc(SCC(=O)N(C)C)nc2c1
  6	20	12	-121	1	2	4	-14	-3
38) CN1CCN(c2ccccc2NC(=O)c2ccc([N+](=O)[O-])cc2Cl)CC1
  2	8	4	16	0	-3	1	-8	-4
39) O=C(NCC1CCCO1)c1cn(Cc2ccccc2Cl)nc1-c1ccccc1 (stereo not drawn)
  -1	1	-9	8	2	-4	1	-2	2
40) Cc1cc(NC(=O)COC(=O)C2CC2)ccc1Br
  -12	-6	9	12	-1	1	-11	-17	-3
41) C/C(=C\C(=O)c1ccccc1)NCc1ccc(F)cc1
  6	-1	0	2	2	2	-2	3	-1
42) O=S(=O)(c1ccc(F)cc1)N1CCN(C(=S)NCC2CCCO2)CC1 (stereo not drawn)
  9	-6	-10	18	1	-2	-11	-3	-1
43) CC(C)C(=O)NNC(=O)CSc1nc(C2CCCCC2)nc2ccccc12
  -1	-1	-6	17	1	-4	6	1	6
44) Cc1cc(C)c2c(c1)c(C)cc1nnc(SCC(=O)c3cccs3)n12
  7	6	23	-32	-2	0	-5	-14	3
45) CCc1ccc(C(=O)NNC(=O)CCc2nc3ccccc3c(=O)[nH]2)cc1
  -2	-6	-3	-38	-16	-6	-2	-4	0
46) CCOC(=O)C1CCCCN1Cc1cc(Cl)ccc1O (stereo not drawn)
  -4	18	2	17	1	-2	2	2	2
47) O=C(O)/C(=C1/OC(=O)c2ccccc21)c1ccccc1
  1	-5	-18	-17	1	-3	5	1	0
48) COCCNC(=O)/C(C#N)=C/c1ccc(C(=O)O)cc1
  3	4	-4	18	4	-8	-5	-31	0
49) O=C(COC(=O)C1CCC1)Nc1ccc(Cl)cn1
  -7	-7	0	0	2	-5	-24	-13	0
50) COc1ccc(N2CCN(c3ccc(N4C(=O)COCC4=O)cc3[N+](=O)[O-])CC2)cc1
  4	-10	2	28	1	-5	2	-5	-1
51) C=CCc1c(C)nc(-c2ccccc2)nc1N/N=C/c1ccncc1
  -8	-12	0	2	1	-3	-13	-29	-5
52) O=C(/C=C/c1ccccc1Cl)Nc1cccc(O)c1
  96*	7	46	13	1	-7	94*	98*	-4
53) O=C(O)CCCCCNC(=O)Cn1nnc2ccccc2c1=O
  -5	-8	-2	11	1	-4	-5	-6	0
54) CCCOc1ccc(CSc2nc3ccccc3[nH]2)cc1
  95*	16	5	16	2	-1	88*	91*	-6
55) O=S(=O)(CCN1CCSCC1)c1ccccc1
  5	-1	-10	3	0	-1	8	-8	-1
56) COc1ccc(Nc2nc(Cl)nc(Nc3ccc(OC)cc3)n2)cc1
  -5	-5	3	9	-1	-3	-12	-6	-1
57) CCOc1cc(/C=N/NC(=O)CNc2ccc(C)cc2)ccc1OC(=O)c1ccccc1
  1	-23	1	3	-1	-9	2	-2	-3
58) CC(=O)Nc1ccc(C(=O)NCCc2ccccc2)cc1
  -1	7	-7	25	1	-6	-5	-7	0
59) C[C@H]1CCC(=O)N([C@H](CSc2ccccc2)Cc2ccccc2)CC1
  11	6	2	9	0	1	-15	-8	-3
60) Cc1onc(-c2ccccc2Cl)c1C(=O)O/N=C(\N)c1ccccc1
  -4	2	12	0	2	-6	4	3	-1
61) Cc1c(NC(=O)CSc2ncnc3c2cnn3-c2ccccc2)c(=O)n(-c2ccccc2)n1C
  2	2	-14	-6	0	-6	15	6	1

3 records drawn at random from the list so far, as already listed:
The line under a structure holds: SENP7 block	UBC13 inh	PfG6PD inh	SENP8 block-1	SENP1 inh	HKDC1 inhibitor	SENP8 block-2	SENP6 inh	MIN6 prolif
58) CC(=O)Nc1ccc(C(=O)NCCc2ccccc2)cc1
  -1	7	-7	25	1	-6	-5	-7	0
42) O=S(=O)(c1ccc(F)cc1)N1CCN(C(=S)NCC2CCCO2)CC1 (stereo not drawn)
  9	-6	-10	18	1	-2	-11	-3	-1
55) O=S(=O)(CCN1CCSCC1)c1ccccc1
  5	-1	-10	3	0	-1	8	-8	-1
